High-throughput results (PubChem)
Luciferase inh: firefly luciferase inhibition | P08659 | 72,000 tested, 2.2% active | AID 411 | Potency, µM (series often up to 57.1 µM), inactives show top-dose activity change, negative = inhibition, hits mostly inhibitors | purified firefly luciferase, luminescence, 8 min; note: potency is the fitted concentration of half-maximal effect; % is set by controls: 0 for no effect and ±100 for the full control effect; nearly all actives have a fitted effect of over 40% in size
Target sequence (P08659 whole entry, looked up): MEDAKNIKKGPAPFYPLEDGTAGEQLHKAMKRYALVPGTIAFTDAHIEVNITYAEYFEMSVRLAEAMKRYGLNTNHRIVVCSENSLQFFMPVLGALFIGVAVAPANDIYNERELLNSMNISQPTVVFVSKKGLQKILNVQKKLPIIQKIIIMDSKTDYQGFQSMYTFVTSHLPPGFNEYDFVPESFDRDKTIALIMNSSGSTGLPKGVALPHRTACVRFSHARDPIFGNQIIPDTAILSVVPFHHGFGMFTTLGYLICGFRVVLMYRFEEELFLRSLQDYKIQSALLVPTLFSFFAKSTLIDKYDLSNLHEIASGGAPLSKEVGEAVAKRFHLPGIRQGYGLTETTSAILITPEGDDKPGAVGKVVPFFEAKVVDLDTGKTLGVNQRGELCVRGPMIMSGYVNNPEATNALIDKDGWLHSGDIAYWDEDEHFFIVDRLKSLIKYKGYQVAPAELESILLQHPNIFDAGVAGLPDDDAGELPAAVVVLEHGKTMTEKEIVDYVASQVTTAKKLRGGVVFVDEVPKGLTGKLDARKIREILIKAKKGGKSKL
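qHTS concentration-response profiling: light output of P. pyralis luciferase with luciferin and 10 uM ATP, imidazole buffer pH 7.2. Read by luminescence after 8-min room-temperature incubation.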
CRE-bla Fsk: CRE-bla signaling modulation under forskolin stimulation. 71,000 tested, 2.5% active. CHO CRE-bla reporter (cAMP response element driving beta-lactamase), forskolin EC10, beta-lactamase ratio. Potency, µM (top dose mostly 38.2 µM), for inactives: at the top dose activity change, negative = inhibition, usual class: activators; active = well fitted activation curve with a large enough effect in the signal ratio, with a control signal flat, not every such curve was filed as active; inconclusive = small, poorly fitted or top-dose-only effect, or effect the other way, or a change in a side signal; the % refers to the signal ratio; note: potency is the fitted concentration of half-maximal effect; % of control where 0% means no effect
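The 460nm/530nm emission ratio after CCF4 loading defined %Activity, from which AC50 values were obtained. CRE-bla CHO cells received compound dilution series together with an EC10 level of NKH 477 for 3 hours at 37 degrees Celsius.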
UbGFP stabilizer: proteasome inhibitors stabilizing ubiquitin-GFP reporter; Ubiquitin-GFP reporter cells, proteasome inhibition, GFP fluorescence; response scale: untreated = 0%, 10 µM MG-132 = 100%; Potency, µM (top dose mostly 45.9 µM), without a hit: top-dose activation (GFP accumulation), actives largely listed as activators; 67,000 tested, under 10 active; AID 526; active = well fitted activation curve with a large enough effect, not every such curve was filed as active; inconclusive = small, poorly fitted or top-dose-only effect, or another doubt; inactive = no such curve, though single readings can be large or run the other way; note: potency is the fitted concentration of half-maximal effect
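Proteasome blockade was scored as a rise in GFP-expressing U2OS cells carrying a ubiquitin(G76V)-GFP construct, imaged after 4 hr compound treatment at 37 °C across a 46 uM–2.9 nM series.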
Hsp90 Hop PPI: changes Hsp90-Hop TPR2A binding signal, up or down; AlphaScreen TPR2A-His6 binding biotin-Hsp90 C-terminal peptide; Potency, µM (highest dose often 57 µM), inactives show at the top dose activity change, negative = inhibition; 71,000 tested, 0.44% active; AID 595; active = well fitted curve in either direction with a large enough effect; inconclusive = small, poorly fitted or top-dose-only effect, or another doubt; note: potency is the fitted concentration of half-maximal effect; % is set by controls: 0 for no effect and ±100 for the full control effect; many of its hits are not listed in these tables
4MU fluor: compound fluoresces in the 4-MU spectral region | max dye-equivalent concentration, M | 59,000 tested, 11% active | compound autofluorescence, 340/450 nm, 4-MU equivalents; active compounds read high | AID 589; in the data active = max dye-equivalent concentration above about 10 nM; inconclusive = mostly about 1.1 nM to 9.6 nM
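Intrinsic fluorescence at 340/450 nm (ex/em) was read after 15 min at room temperature in pH 8.0, 100 mM Tris. Each compound concentration expressed as 4-MU-equivalent concentration from a six-point 4-MU standard series on each plate.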
Epigenetic mod: epigenetic modulators derepressing GFP locus in mouse cells; mouse C127i GFP locus derepression, cytometry, 30 h; Potency, µM (titrated, usually from 46.1 µM), for the others: top-dose GFP derepression (activation); 68,000 tested, 0.09% active; AID 597; note: % of control where 0% means no effect
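Locus derepression in mouse mammary C127i cells whose integrated CMV-GFP reporter is normally silent; GFP expression after 30 h compound treatment was quantified by counting fluorescent cells.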
ERK AVP inh: inhibitors of vasopressin-stimulated ERK signaling pathway; HEK293-V1b, vasopressin-stimulated pERK AlphaScreen; Potency, µM (highest dose often 57.5 µM), inactives show at the highest dose activity, negative = inhibition, actives largely listed as inhibitors; 72,000 tested, 0.99% active; note: potency is the fitted concentration of half-maximal effect; % is set by controls: 0 for no effect and ±100 for the full control effect; nearly all actives have a fitted effect of over 55% in size
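qHTS, compounds titrated on V1b-expressing HEK293 cells. Preincubation 30 min at 37C, vasopressin 25 nM for 5 min, lysis 10 min, bead incubation 5 hr at room temperature.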
A350 autofl: compound fluoresces in the Alexa 350 spectral region | Compound autofluorescence, 340/450 nm, Alexa 350 dye-equivalents; active compounds read high | max dye-equivalent concentration, M | 59,000 tested, 11% active | AID 590; in the data active = max dye-equivalent concentration above about 10 nM; inconclusive = mostly about 1.1 nM to 9.6 nM
Fluorescein autfl: compound fluoresces in the fluorescein spectral region; Compound autofluorescence, 480/540 nm, fluorescein-equivalent; active compounds read high; max fluorescein-equivalent concentration, M; 59,000 tested, 0.91% active; in the data active = max fluorescein-equivalent concentration above about 10 nM; inconclusive = between about 1.1 nM and that limit
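First, buffer (100 mM Tris, pH 8.0) dispensed; second, compounds and fluorescein standards pinned in; third, 15 min room-temperature incubation; finally, imaging at ex 480 nm/em 540 nm. Fluorescence normalized against the six-point fluorescein curve.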
TexasRed autofl: compound fluoresces in the Texas Red spectral region; Compound fluorescence, Texas Red channel, 547/618 nm; active compounds read high; max dye-equivalent concentration, M; 59,000 tested, 0.06% active; in the data active = max dye-equivalent concentration above about 10 nM; inconclusive = between about 1.1 nM and that limit
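Fluorescence at ex 547/em 618 nm, normalized against an on-plate Texas Red standard series to give dye-equivalent concentration per compound concentration. Buffer 100 mM Tris, pH 8.0; 15 min RT incubation before CCD imaging.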
HBB splice mod: modulators of hemoglobin beta chain splicing; AID 925; Potency, µM (titrated, usually from 46.1 µM), without a hit: at the highest dose activation, actives largely listed as activators; 65,000 tested, 0.06% active; HBB splicing reporter cell assay, activation; EGFP reporter with mutant IVS2-654 intron; response scale: normalised to 500 nM splice-correcting PNA; note: potency is the fitted concentration of half-maximal effect; 0% is about no effect
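HeLa cells stably expressing EGFP interrupted by mutant beta-globin intron 2 (IVS2-654), 500/well in 2% FCS. Treated with compound for 2 days at 37C. Splicing correction scored as total well GFP intensity (488 nm excitation, 500-520 nm emission); 500 nM antisense PNA served as control.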
* marks the source's active call; other numbers are inactive results; i = inactive; ? = inconclusive; / = no result given; [ ] = remark or other dose. Unless noted, calls come from the whole dose curve; as a rule, active = well fitted curve in the direction sought with a large enough effect; inconclusive = small, poorly fitted or top-dose-only effect, or another doubt; inactive = no such curve, though single readings can be large; an effect the other way counts as inactive or inconclusive. Only part of the results is shown; count on the stated rates, not on these rows.

nr | Molecule | Luciferase inh | CRE-bla Fsk | UbGFP stabilizer | Hsp90 Hop PPI | 4MU fluor | Epigenetic mod | ERK AVP inh | A350 autofl | Fluorescein autfl | TexasRed autofl | HBB splice mod
1 | CCCCCCC(c1c(C)n(C)n(-c2ccccc2)c1=O)c1c(C)n(C)n(-c2ccccc2)c1=O | 1% | -15% | -8% | -6% | i | 0% | 11% | i | i | i | /
2 | COC(=O)CSc1nnc(CNC(=O)c2ccccc2OC)n1-c1ccc(OC)cc1 | 3% | ? | 5% | 2% | i | 0% | ? | i | ? | i | 1.1%
3 | Cc1cc(-n2c(C)cc(C(=O)CSc3ncnc4ccccc34)c2C)no1 | -3% | -17% | -11% | -2% | ? | 0% | 20µM* | ? | i | i | -0.7%[1.84 µM]
4 | CCN(CC)CCCC(C)n1c(-c2ccccc2)nc2c(NC3CCCCC3)nc(C)nc21 (stereo unspecified) | / | -8% | -5% | -2% | / | / | 13% | / | / | / | -1.2%
5 | CCOC(=O)Nc1ccc2c(c1)N(C(=O)N1CCN(C)CC1)c1ccccc1S2 | 0% | 2% | -5% | ? | i | 4% | ? | i | i | i | 0.1%[1.84 µM]
6 | CCN(CCCNC(=O)C1CCCN(S(=O)(=O)c2cnc[nH]2)C1)c1ccccc1 (stereo unspecified) | 4% | 2% | -11% | 2%[2.3 µM] | / | / | ? | / | / | / | -1.7%
7 | CCOC(=O)N1CCN(C(=O)C(CC(C)C)NC(=O)C2CCCCC2)CC1 (stereo unspecified) | 2% | 2% | 4% | -2% | i | 2% | 7% | i | i | i | 0.4%
8 | COc1ccc2oc(=O)c(C(=O)N3CCN(c4ccccc4F)CC3)cc2c1 | -1% | -20% | -2% | -5% | 3.9e-08M* | 0% | -18% | 4.1e-08M* | ? | i | 0.0%
9 | Cc1cc(=O)oc2n[nH]c(-c3ccccc3)c12 | -1% | ? | -2% | 0% | i | -2% | -22% | ? | ? | i | 2.1%
10 | Nc1ccc(CCNc2ncnc3c2ncn3[C@@H]2O[C@@H](CO)[C@H](O)[C@@H]2O)cc1 | 0% | -2% | 4% | -11% | i | -2% | ? | i | ? | i | 0.1%
11 | C/C(=C1/SC(N2CC(C)OC(C)C2)=NC1=O)c1ccccc1 (stereo unspecified) | -2% | 7% | -3% | -4% | i | 0% | -8% | i | i | i | -2.4%
12 | Cn1c(=O)c2c(ncn2CC(=O)N2CCN(c3cccc(Cl)c3)CC2)n(C)c1=O | 0% | -4% | -4% | -6% | i | 1% | ? | i | i | i | 0.2%
13 | O=C(COc1ccccc1)Nc1cccc2nsnc12 | -8% | ? | 7% | 17% | 2.3e-08M* | -3% | -3% | 2.5e-08M* | i | i | 0.9%
14 | COc1ccccc1-c1cc(Nc2ccc(F)cc2)ncn1 | 1%[2.29 µM] | ? | -2% | 5% | i | 0%[9.22 µM] | -29% | i | i | i | 0.0%
15 | O=C(c1cnn2ccccc12)N1CCc2ccccc21 | 13µM* | -6% | -1% | -3%[2.3 µM] | / | / | 13% | / | / | / | -1.4%
16 | O=C(O)c1cccc2c1C(=O)N(C1CCCCC1)C2 | 2% | -3% | 15% | 0% | / | / | / | / | / | / | 0.3%
17 | CC(C)(C)C1CCc2onc(C(=O)Nc3ccc(F)cc3F)c2C1 (stereo unspecified) | -2% | 26% | -8% | 1% | i | -3% | 21% | i | ? | ? | -3.4%
18 | COC(=O)CN(c1ccc(C)c(Cl)c1)S(C)(=O)=O | 2% | ? | -12%[9.17 µM] | 0%[11 µM] | / | 0% | -7% | / | / | / | -0.7%[0.0738 µM]
19 | CC(=O)N1CC=C2C(C#N)=C(N)C(C#N)(C#N)C(C)C2C1 (stereo unspecified) | -1% | -4% | -6% | 1% | 1.1e-07M* | -1% | 6% | 9.7e-08M* | ? | i | /
20 | CC(C)C(=O)Nc1cccc(-c2cn3ccsc3n2)c1 | ? | 16% | -5% | -5% | i | -3% | -27% | i | ? | i | -1.0%
21 | O=C(CSc1n[nH]c(-c2cccnc2)n1)Nc1ccnc2ccccc12 | -1% | ? | 3% | -3% | i | -5% | 20µM* | ? | ? | i | 3.4%
22 | CCOC(=O)CSc1nnc(C2CCCCC2)n1C | 2% | 5% | 0% | -2% | i | -2% | -19% | i | ? | i | 2.9%
23 | CN(C)c1ccc(NC(=O)CN2CCN(CC(=O)Nc3ccc(F)cc3)CC2)cc1 | -4% | -2% | -6% | -3% | i | 2% | 14% | i | i | ? | 0.4%
24 | O=C(O)C/C(=C\c1ccco1)C(=O)O | 2%[11.4 µM] | 1%[7.6 µM] | 2%[9.17 µM] | -3%[11 µM] | i | 7%[9.22 µM] | -10%[11.5 µM] | i | ? | i | 4.0%[9.22 µM]
25 | CN(C)c1ccc(C(c2nnnn2C(C)(C)C)N2CCN(C(=O)c3ccco3)CC2)cc1 (stereo unspecified) | 0% | 7% | 4% | -6% | i | 0% | 20% | i | ? | i | 0.1%[57.5 µM]
26 | CCOC(=O)NCc1ccc2c(c1)cc(C)n2C | -4% | 1% | -6% | -5% | ? | 4% | 28% | ? | ? | i | -1.4%
27 | Cc1cc(C)n(/N=C/c2cccc(O)c2)c(=O)c1C(N)=O | 0% | 2% | -14% | -5% | / | -2% | 4% | / | / | / | 1.2%
28 | COc1ccc(OC)c(NS(=O)(=O)c2cccs2)c1 | 1% | 6% | 1% | -2% | i | -2% | -12% | i | i | i | -0.8%
29 | COc1ccccc1-c1nnc(SCC(=O)Nc2ccc(Cl)cc2Cl)o1 | 1% | -25% | -4% | 3% | i | 0% | -12% | i | i | ? | -0.7%[1.84 µM]
30 | COC(=O)Cn1cnc2sc(C)c(S(=O)(=O)N3CCN(c4ccccc4OC)CC3)c2c1=O | 0% | ? | -3% | ? | i | 2% | 36%[activator] | i | i | i | -0.2%
31 | COc1ccc(CCN(Cc2cc3cccc(C)c3[nH]c2=O)C(=O)N2CCCC2)cc1OC | -3% | ? | -1% | -2% | i | 4% | ? | i | i | i | /
32 | COc1ccc(S(=O)(=O)N2CCCCCC2)cc1C(=O)OCC(=O)NC(N)=O | -14% | 9% | 0% | -2% | i | 0% | 18% | i | ? | i | 0.1%[57.5 µM]
33 | CC(C)COc1ccc(C(=O)OCCN2CCOCC2)c(O)c1 | -2%[25.5 µM] | / | / | / | i | 5%[20.6 µM] | / | i | i | i | /
34 | COCCCNC(=O)CCNS(=O)(=O)c1ccc(C)cc1 | -3% | -10% | -7% | -2% | i | 0% | -8% | i | i | i | -0.1%
35 | CC1CN(Cc2nc3c(c(=O)n(C)c(=O)n3C)n2CCc2ccccc2)CC(C)O1 (stereo unspecified) | 5% | 1% | -10% | 3% | i | 0% | 34%[activator] | i | ? | i | -1.4%
36 | Cc1noc(C)c1C(=O)OC(C(=O)NC1CCCC1)c1ccc(F)cc1 (stereo unspecified) | 0% | -9% | -1% | 0% | i | -2% | -2% | i | i | i | 0.0%[57.5 µM]
37 | Cc1ccnn2c(-c3ccccc3)c3c(=O)n(C)c(=O)n(C)c3c12 | 1% | 9% | 5% | -2% | i | 4% | -20% | i | 1.2e-08M* | i | 0.4%
38 | CCCN(CCC)C(=O)Cn1c(=O)n(CCCCC(=O)NCc2ccco2)c(=O)c2ccccc21 | 1% | 3% | 2% | -3% | i | 2% | -7% | i | i | i | -0.4%
39 | CCOC(=O)CCCNC(=O)CN1C(=O)NC(CCc2ccccc2)C1=O (stereo unspecified) | -1% | -4% | 1% | -1% | i | -1% | 4% | i | i | ? | -1.7%
40 | O=C(Cc1cccs1)N1CCN(c2ccccn2)CC1 | 5% | 0% | -10% | -3% | / | -4% | -23% | / | / | / | -1.0%
41 | CCOc1ccc(NC(=O)C(C)Sc2nnnn2C)cc1 (stereo unspecified) | -9% | 14% | -5% | -5% | i | -1% | 6% | i | ? | i | -0.3%
42 | CCOC(=O)Cc1cnc(NC(=O)NC(C(=O)OCC)(c2ccccc2)C(F)(F)F)s1 (stereo unspecified) | 0% | 0% | -5% | -6% | i | 2% | 19% | i | ? | ? | 2.4%
43 | Cn1c(C(=O)NC2CC2)cc2c(=O)n(C)c3ccccc3c21 | -3% | 5µM* | -6% | -2%[2.3 µM] | / | / | -6% | / | / | / | 0.3%
44 | O=C(O)C1[C@H]2C(=O)N(Cc3cccs3)C[C@]23C=C[C@H]1O3 (stereo partly specified) | 1%[25.5 µM] | / | / | / | i | 10%[20.6 µM] | / | ? | ? | i | /
45 | Cc1oc(/N=C/c2c(O)ccc3ccccc23)c(C#N)c1C | 1% | -7% | -9% | -6% | / | 0% | -4% | / | / | / | 0.3%
46 | O=C(c1cccc(N2C(=O)C3CC=CCC3C2=O)c1)N1CCCCCC1 (stereo unspecified) | 2% | -1% | 5% | -1% | i | 4% | -8% | i | i | i | -0.2%
47 | COc1ccc(OC)c(-c2nnc(NC(=O)C(C)Sc3nncn3C)s2)c1 (stereo unspecified) | -7% | 13µM* | -1% | -3% | / | / | / | / | / | / | 0.8%
48 | Cn1c(=O)[nH]c(=O)c2c1ncn2CCCc1ccccc1 | 2% | ? | -7% | 1% | i | -1% | 4% | i | i | i | /
